Efa HMGR inh: blocks class II HMG-CoA reductase of Enterococcus faecalis; purified E. faecalis HMGR, NADPH absorbance 340 nm kinetic; inhibition, % at 10 µM; 190,000 tested, 0.41% active; AID 1066;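 active = inhibition above a set limit, the median over all tested compounds plus 3 SD, cut at about 9.5% in these data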;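 also: enzyme runs in reverse so mevalonate oxidation gives rising NADPH absorbance; 0% = complete reaction with DMSO and 100% = background rate lacking mevalonate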
Hsp70 activator: Hsp70 transcriptional activation, primary screen. HeLa Hsp70 promoter luciferase reporter, luminescence; scaled: vehicle 0, proteasome-inhibitor control 100%. activation, % at 10 µM. 200,000 tested, 0.04% active;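 active = activation above the mean across all tested compounds plus 3 SD, cutoff set per campaign, cut at about 5.5% in these data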;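 also: 100% = MG132 at 30 µM as the positive control and 0% = DMSO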
Redox H2O2 prof: compounds producing H2O2 with reducing agent – biochemical, NIH compound library profiling, artefact control for MLSCN library redox annotation, primary screen; 200,000 tested, 0.03% active; DTT-dependent redox cycling H2O2, phenol red/HRP absorbance; 100% = 100 µM peroxide control, 0% = buffer; activation, % at 10 µM;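 active = activation of at least 50% relative to the plate's high and low controls in the primary single-dose screen; inactive = activation below 50%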;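 also: compound incubated with DTT at 0.8 mM final as the reducing agent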
Lmaj promast: reduces viability of Leishmania major promastigotes | inhibition, % at 10 µM | 200,000 tested, 9% active | resazurin fluorescence viability | AID 1063; in the data active = inhibition above about 50%;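 also: promastigotes grown with compound for 44 hours at 28 °C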
PMI act satM6P: activators of human phosphomannose isomerase at near-saturating mannose 6-phosphate; AID 1216; activation factor at 20 µM; 190,000 tested, 0.34% active; P34949; coupled PMI enzyme assay, resazurin fluorescence, 20 min; hits give high values; 1 = untreated enzyme, 0 = substrate-free blank;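 active = activation factor of 2 or more at 20 µM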
Target sequence (P34949 whole entry, looked up): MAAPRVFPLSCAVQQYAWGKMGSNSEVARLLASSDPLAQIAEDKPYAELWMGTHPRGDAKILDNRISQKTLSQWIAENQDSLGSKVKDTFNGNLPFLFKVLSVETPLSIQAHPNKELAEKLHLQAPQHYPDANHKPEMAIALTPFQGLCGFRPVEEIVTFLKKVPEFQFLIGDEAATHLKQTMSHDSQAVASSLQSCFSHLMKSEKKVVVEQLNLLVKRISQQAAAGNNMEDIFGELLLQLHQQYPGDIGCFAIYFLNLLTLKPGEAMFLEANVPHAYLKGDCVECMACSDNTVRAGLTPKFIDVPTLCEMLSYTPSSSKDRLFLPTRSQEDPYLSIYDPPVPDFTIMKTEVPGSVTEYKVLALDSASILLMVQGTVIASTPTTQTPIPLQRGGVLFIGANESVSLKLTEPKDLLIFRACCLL
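test system = human PMI in coupled enzyme assay | medium = HEPES-buffered pH 7.4 with magnesium and detergent | also added = 1.0 mM mannose-6-phosphate substrate with 0.22 mM NADP+ | compound = 20 µM single dose | times = 20 min incubation at room temperature | measured by = resorufin fluorescence (Ex 544/Em 590 nm) from resazurin via diaphorase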
TNAP inh hi DEA: blocks human TNAP under high phosphate acceptor concentration; purified TNAP, CDP-star luminescence, 1 M DEA; inhibition, % at 20 µM; 200,000 tested, 0.03% active; AID 1135;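 active = over 50% inhibition of tissue-nonspecific alkaline phosphatase at 20 µM in the single-dose screen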;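 also: plate controls were DMSO wells for no effect and EDTA-quenched wells as full inhibition for full effect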
Target sequence (P05186 whole entry, looked up): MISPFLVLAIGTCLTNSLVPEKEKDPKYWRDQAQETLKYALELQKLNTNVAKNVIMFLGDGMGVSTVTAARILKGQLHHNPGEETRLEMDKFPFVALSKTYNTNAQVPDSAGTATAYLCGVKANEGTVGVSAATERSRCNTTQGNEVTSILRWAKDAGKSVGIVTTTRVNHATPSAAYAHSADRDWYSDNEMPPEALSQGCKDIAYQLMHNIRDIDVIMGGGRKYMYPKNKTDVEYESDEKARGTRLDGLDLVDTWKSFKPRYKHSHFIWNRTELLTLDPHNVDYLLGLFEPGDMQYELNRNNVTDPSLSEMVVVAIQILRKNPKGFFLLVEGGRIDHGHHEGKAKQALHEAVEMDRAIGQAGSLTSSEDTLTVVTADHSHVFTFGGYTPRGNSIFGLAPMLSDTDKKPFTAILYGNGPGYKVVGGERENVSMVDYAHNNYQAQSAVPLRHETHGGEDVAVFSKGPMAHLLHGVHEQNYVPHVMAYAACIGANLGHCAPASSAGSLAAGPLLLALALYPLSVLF
S1P3 antagonist: S1P3 (human) receptor antagonism. Q99500. CHO S1P3 NFAT-BLA reporter, FRET fluorescence, antagonist mode. inhibition, % at 4.98 µM. 170,000 tested, 0.27% active;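 active = inhibition above the plate cutoff, the mean inhibition of test wells on that plate plus 3 SD, cut at about 28% in these data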;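 also: cells challenged with S1P at its EC80 of 0.8 µM; blue over green emission ratio from cleaved BLA substrate after 4 h stimulation; 0% = S1P-stimulated wells and 100% = unstimulated DMSO-only wells; some compounds past the cut are filed as inactive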
TNAP inh no acc: inhibitors of human TNAP without phosphate acceptor; P05186; purified TNAP, CDP-star luminescence, 30 min; inhibition, % at 20 µM; 200,000 tested, 0.26% active;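 active = tissue-nonspecific alkaline phosphatase inhibition above about 50% at 20 µM in the single-dose screen, limit read from the data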;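 also: 0% = DMSO negative control and 100% = EDTA positive control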
RAM inhibit: blocks the yeast RAM network | S. cerevisiae dse1pr::URA3 reporter, 5-FOA growth OD615, 2 d; analog-sensitive cbk1-as2 kinase mutant strain | inhibition, % at 50 µM | 190,000 tested, 1.8% active | AID 868;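 active = inhibition above a set limit, 3 SD over mean compound inhibition, cut at about 8.4% in these data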;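 also: 0% = DMSO-only wells with no growth and 100% = 10 µM 1-NA-PP1 full growth; inhibition rescues growth on 5-FOA so higher OD means more RAM inhibition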
PMI activator: phosphomannose isomerase (human) activation; P34949; purified human PMI, coupled resazurin fluorescence, 20 min; hits give high values; 1 = vehicle control, 0 substrate-free wells; activation factor at 20 µM; 190,000 tested, 0.005% active;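 active = activation factor of 2 or more at 20 µM, relative to plate controls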
An asterisk follows results filed as active. Rows were taken by chance; about 12% have a hit in one of these screens.

`CCOc1ccccc1NC(=O)C(OC(=O)c1ccccc1NS(=O)(=O)c1cccs1)c1ccccc1` (stereo unspecified) gave Efa HMGR inh 0, Hsp70 activator -0.3, Redox H2O2 prof -0.1, Lmaj promast 3, PMI act satM6P 1, TNAP inh hi DEA -1, S1P3 antagonist -1, TNAP inh no acc -7, RAM inhibit 6.9 and PMI activator 1.
O=Cc1ccc(-n2cc(C=O)c3ccccc32)cc1 was read as Efa HMGR inh 1, Hsp70 activator 0.0, Redox H2O2 prof -2.2, Lmaj promast -1, PMI act satM6P 1.1, TNAP inh hi DEA -6, S1P3 antagonist -8, TNAP inh no acc -11, RAM inhibit 1.8 and PMI activator 1.1.
Screening Cc1ccc(NS(=O)(=O)c2cc(C(=O)O)ccc2Cl)c(C)c1 returned Efa HMGR inh -10, Hsp70 activator -0.2, Redox H2O2 prof -0.6, Lmaj promast -3, PMI act satM6P 1.3, TNAP inh hi DEA -4, S1P3 antagonist -9, TNAP inh no acc -7, RAM inhibit 0.0 and PMI activator 1.3.
Screening O=C(CC1SC(=Nc2ccccc2)N(CCc2c[nH]c3ccccc23)C1=O)Nc1ccccc1F (stereo unspecified) returned Efa HMGR inh 3, Hsp70 activator -0.1, Redox H2O2 prof 0.0, Lmaj promast 44, PMI act satM6P 0.8, TNAP inh hi DEA -3, S1P3 antagonist 1, TNAP inh no acc -4, RAM inhibit 7.5 and PMI activator 0.8.
`CCOc1ccc2c(c1)-c1c(ssc1=S)C(C)(C)N2C(=O)c1ccco1` gave Efa HMGR inh 1, Hsp70 activator -0.4, Redox H2O2 prof 3.8, Lmaj promast 36, PMI act satM6P 0.9, TNAP inh hi DEA 10, S1P3 antagonist 12, TNAP inh no acc 11, RAM inhibit 7.0 and PMI activator 0.9.
For CCN(CC)C(=O)c1[nH]cnc1C(=O)N[C@@H](CC(C)C)C(=O)OC(C)(C)C the results were Efa HMGR inh -1, Hsp70 activator 0.0, Redox H2O2 prof -0.2, Lmaj promast -5, PMI act satM6P 0.9, TNAP inh hi DEA -5, S1P3 antagonist -28, TNAP inh no acc -5, RAM inhibit 0.1 and PMI activator 0.9.
`O=S(=O)(CCc1nc2ccccc2o1)c1ccc2ccccc2c1` gave Efa HMGR inh -7, Hsp70 activator 0.1, Redox H2O2 prof 8.6, Lmaj promast -3, PMI act satM6P 1, TNAP inh hi DEA -2, TNAP inh no acc -6, RAM inhibit 3.2 and PMI activator 0.9.
Screening CC(C)(C)c1ccc(/C=C/C(=O)O)s1 returned Efa HMGR inh -2, Hsp70 activator 0.1, Redox H2O2 prof 0.5, Lmaj promast -8, PMI act satM6P 1.1, TNAP inh hi DEA -4, S1P3 antagonist -20, TNAP inh no acc -9, RAM inhibit -0.8 and PMI activator 1.2.
`O=C(CCCNS(=O)(=O)c1ccc(Cl)c(Cl)c1)NCCc1ccccn1` gave Efa HMGR inh 0, Hsp70 activator 0.1, Redox H2O2 prof -0.6, Lmaj promast -3, PMI act satM6P 1, TNAP inh hi DEA 0, S1P3 antagonist -7, TNAP inh no acc 0, RAM inhibit 1.6 and PMI activator 1.1.
Screening CCOC(=O)c1c(C2CC2)csc1NC(=O)CSCc1c(C)noc1C returned Efa HMGR inh 1, Hsp70 activator 0.0, Redox H2O2 prof 2.1, Lmaj promast 100*, PMI act satM6P 0.9, TNAP inh hi DEA -6, S1P3 antagonist -14, TNAP inh no acc -1, RAM inhibit 5.1 and PMI activator 0.9.
Screening COc1nc(-c2ccc(C)cc2)ccc1-c1noc(-c2ccco2)n1 returned Efa HMGR inh 2, Hsp70 activator -0.2, Redox H2O2 prof 0.0, Lmaj promast -4, PMI act satM6P 1, TNAP inh hi DEA -6, S1P3 antagonist -17, TNAP inh no acc -8, RAM inhibit 6.2 and PMI activator 1.
For CC1CCN(C(=O)Cn2c(=O)n(-c3ccc(F)cc3)c(=O)c3sccc32)CC1 the results were Efa HMGR inh 0, Hsp70 activator -0.3, Redox H2O2 prof 0.0, Lmaj promast -3, PMI act satM6P 1, TNAP inh hi DEA -6, S1P3 antagonist 2, TNAP inh no acc -11, RAM inhibit 4.9 and PMI activator 1.1.
For Cc1ccccc1-c1nc(C#N)c(NCc2ccco2)o1 the results were Efa HMGR inh -5, Hsp70 activator 0.2, Redox H2O2 prof -0.4, Lmaj promast -4, PMI act satM6P 0.9, TNAP inh hi DEA 1, S1P3 antagonist 1, TNAP inh no acc -6, RAM inhibit 2.3 and PMI activator 0.8.
COc1ccc(O)c(C(=O)c2cnc3c(c2)c(=O)[nH]c(=O)n3C)c1 was read as Efa HMGR inh 0, Hsp70 activator -0.1, Redox H2O2 prof -0.2, Lmaj promast 11, PMI act satM6P 1.1, TNAP inh hi DEA 5, S1P3 antagonist -1, TNAP inh no acc -9, RAM inhibit -0.3 and PMI activator 0.9.
COC(=O)c1nn(-c2ccc3c(c2)OCO3)cc1O was read as Efa HMGR inh -1, Hsp70 activator 0.4, Redox H2O2 prof 1.5, Lmaj promast -6, PMI act satM6P 1, TNAP inh hi DEA -5, TNAP inh no acc -12, RAM inhibit -0.5 and PMI activator 1.
`FC(F)(F)C(F)(F)c1nnc2ccc(-n3ccnc3)nn12` gave Efa HMGR inh -4, Hsp70 activator -0.1, Redox H2O2 prof 0.0, Lmaj promast -5, PMI act satM6P 1, TNAP inh hi DEA 1, S1P3 antagonist -9, TNAP inh no acc -1, RAM inhibit 2.2 and PMI activator 1.1.
`COc1cc(/C=C(\C#N)c2nc3c(s2)CCCC3)ccc1O` gave Efa HMGR inh -5, Hsp70 activator 0.3, Redox H2O2 prof -1.1, Lmaj promast -4, PMI act satM6P 1, TNAP inh hi DEA 32, TNAP inh no acc 28, RAM inhibit 9.6* and PMI activator 0.9.
`COc1ccc(OCCCC(=O)Nc2cccc([N+](=O)[O-])c2C)cc1` gave Efa HMGR inh -2, Hsp70 activator -0.1, Redox H2O2 prof 0.2, Lmaj promast -4, PMI act satM6P 0.9, TNAP inh hi DEA 2, S1P3 antagonist -5, TNAP inh no acc 6, RAM inhibit -0.8 and PMI activator 0.9.
Cc1cc(C)cc(NC(=S)N2CCC(NC(=O)c3ccccc3C)CC2)c1 was read as Efa HMGR inh -4, Hsp70 activator -0.2, Redox H2O2 prof -0.4, Lmaj promast 3, PMI act satM6P 1, TNAP inh hi DEA -6, S1P3 antagonist -7, TNAP inh no acc -7, RAM inhibit 4.9 and PMI activator 0.9.
Screening Cc1cc(C)cc(OCc2nnc(SCC(=O)OC(C)C)o2)c1 returned Efa HMGR inh 0, Hsp70 activator -0.2, Redox H2O2 prof 0.1, Lmaj promast -2, PMI act satM6P 1, TNAP inh hi DEA -4, TNAP inh no acc -6, RAM inhibit -0.3 and PMI activator 0.9.
Screening O=C(O)c1cccc(Nc2nc(Nc3ccccc3)nc(N3CCCC3)n2)c1 returned Efa HMGR inh -2, Hsp70 activator -0.4, Redox H2O2 prof 0.5, Lmaj promast -2, PMI act satM6P 1.3, TNAP inh hi DEA -3, S1P3 antagonist -20, TNAP inh no acc -10, RAM inhibit 3.8 and PMI activator 1.3.
Screening COc1cccc(Cn2c(C3CC3)nc3ccc(NC(=O)c4ccco4)cc3c2=O)c1 returned Efa HMGR inh -6, Hsp70 activator -0.4, Redox H2O2 prof 2.3, Lmaj promast 5, PMI act satM6P 0.8, TNAP inh hi DEA -2, S1P3 antagonist 3, TNAP inh no acc -5, RAM inhibit 6.6 and PMI activator 0.8.
CC(C)NC(=O)c1onc(CSc2cccc(F)c2)c1C(=O)O was read as Efa HMGR inh -5, Hsp70 activator -0.2, Redox H2O2 prof -11, Lmaj promast -2, PMI act satM6P 1, TNAP inh hi DEA 0, TNAP inh no acc -7, RAM inhibit 0.2 and PMI activator 1.
`CCCCS(=O)CC(CS(=O)CCCC)OC(=O)c1ccc(C)cc1` (stereo unspecified) gave Efa HMGR inh -1, Hsp70 activator -0.5, Redox H2O2 prof 1.0, Lmaj promast -5, PMI act satM6P 0.9, TNAP inh hi DEA -5, TNAP inh no acc -13, RAM inhibit -0.8 and PMI activator 1.
`CC(C)(C)SCCNC(=O)/C=C/c1cccc([N+](=O)[O-])c1` gave Efa HMGR inh 0, Hsp70 activator 0.2, Redox H2O2 prof 1.4, Lmaj promast 3, PMI act satM6P 1, TNAP inh hi DEA 0, S1P3 antagonist 2, TNAP inh no acc -7, RAM inhibit 0.3 and PMI activator 1.
For CN=C1SC(CC(=O)Nc2c(C)cccc2C)C(=O)N1/N=C/c1cccs1 (stereo unspecified) the results were Efa HMGR inh -9, Hsp70 activator 0.0, Redox H2O2 prof -0.1, Lmaj promast 55*, PMI act satM6P 1.1, TNAP inh hi DEA 0, S1P3 antagonist 4, TNAP inh no acc -8, RAM inhibit 2.2 and PMI activator 1.1.
COc1ccc(N(CC(=O)Nc2ccc(S(=O)(=O)N3CCOCC3)cc2)S(=O)(=O)c2ccccc2)cc1 was read as Efa HMGR inh 1, Hsp70 activator -0.2, Redox H2O2 prof -1.3, Lmaj promast 58*, PMI act satM6P 0.8, TNAP inh hi DEA -10, TNAP inh no acc -28, RAM inhibit 6.8 and PMI activator 0.8.
`O=[N+]([O-])c1ccccc1/C=C/C=N/Nc1nc(N2CCCCC2)nc(N2CCCCC2)n1` gave Efa HMGR inh 1, Hsp70 activator -0.2, Redox H2O2 prof -0.8, Lmaj promast 9, PMI act satM6P 0.7, TNAP inh hi DEA -6, S1P3 antagonist 1, TNAP inh no acc -3, RAM inhibit 0.6 and PMI activator 0.6.
For O=C(O)c1ccc(/C=N/NC(=S)NCCN2CCOCC2)cc1 the results were Efa HMGR inh -3, Hsp70 activator 0.1, Redox H2O2 prof 0.6, Lmaj promast -2, PMI act satM6P 1.1, TNAP inh hi DEA -6, S1P3 antagonist 0, TNAP inh no acc -1, RAM inhibit -0.2 and PMI activator 1.1.
`COc1ccccc1-n1c(C)cc(C=O)c1C` gave Efa HMGR inh -2, Hsp70 activator -0.2, Redox H2O2 prof -2.2, Lmaj promast -1, PMI act satM6P 1, TNAP inh hi DEA -4, TNAP inh no acc -16, RAM inhibit 0.7 and PMI activator 1.
`CCCc1nnc(NC(=O)Cn2c(=O)sc3ccccc32)s1` gave Efa HMGR inh -2, Hsp70 activator -0.3, Redox H2O2 prof -0.5, Lmaj promast -3, PMI act satM6P 1.1, TNAP inh hi DEA -4, S1P3 antagonist -6, TNAP inh no acc -1, RAM inhibit 0.5 and PMI activator 1.
`Cc1cccc(C)c1OCc1n[nH]c(=S)o1` gave Efa HMGR inh 2, Hsp70 activator 0.3, Redox H2O2 prof 1.2, Lmaj promast -8, PMI act satM6P 1.2, TNAP inh hi DEA -1, TNAP inh no acc -7, RAM inhibit -1.0 and PMI activator 1.1.
For COC(=O)c1cc2nc(-c3ccc(OC)cc3)cc(C(F)(F)F)n2n1 the results were Efa HMGR inh 0, Hsp70 activator -0.2, Redox H2O2 prof -0.6, Lmaj promast -3, PMI act satM6P 1, TNAP inh hi DEA -6, S1P3 antagonist -29, TNAP inh no acc -14, RAM inhibit 3.9 and PMI activator 1.
